# phage Ecoli inh: E. coli growth loss with phage present; growth absorbance; inhibition, % at 11.9 µM; actives 0.26% (n = 360,000); AID 651602; in the data active = inhibition above about 11%
# * hit, by the source's call. The list is partial. The share of hits here may be higher or lower than overall.
SMILES	phage Ecoli inh
Cc1ccc(S(=O)(=O)N2C3CCCCC3O[C@H]2CC(=O)c2cccc3ccccc23)cc1 (stereo partly drawn)	-0.4
CCOC(=O)C1(C)CCCCCN1C(=O)/C=C/c1ccccc1 (stereo not drawn)	1.8
CCOc1ccc(CCN2C(=S)N([C@@H](Cc3ccc(O)cc3)CN3CCC[C@@H]3CN3C(=S)NC[C@@H]3CC(C)C)C[C@@H]2Cc2ccc(O)cc2)cc1	9.8
COc1ccc(-c2nc3ccc(C)cn3c2Cc2cccc(Cl)c2)cc1OC	-0.6
COCc1cccc(-c2csc(C(O)c3ccccc3)n2)c1 (stereo not drawn)	3.3
CC(C)c1ccc(NC(=O)Nc2nc(C(N)COCc3ccccc3)cs2)cc1 (stereo not drawn)	-3.1
CCCS(=O)(=O)NC(=O)C1(C)CCN(C(=O)c2ccc(C(=O)OC)cc2)C1 (stereo not drawn)	1.1
CCCCC1(CC)COC(c2ccccc2)OC1 (stereo not drawn)	1.2
CC(C)CN1CCC(C(=O)NC(c2ccc(F)cc2)c2ccc3ccccc3n2)CC1 (stereo not drawn)	-2.0
CCCCn1nnnc1C1(C)CCC(=O)N1Cc1cccnc1 (stereo not drawn)	2.6
CNC(=O)c1cc(Oc2ccc(NC(=O)c3[nH]c(-c4ccccc4)c4c3C(=O)N(C)C4=O)cc2)ccn1	2.4
COc1ccc(-c2cc3c(c4c2ccn4C)C2CCC3O2)cn1 (stereo not drawn)	3.1
CC1=C(C(=O)N2CCCCCC2)CC(CC(=O)NCc2cccs2)C(=O)N1Cc1ccccc1 (stereo not drawn)	3.2
COc1cc(OC)nc(C(NC(=O)C2CCN(Cc3c[nH]c4ccccc34)CC2)c2ccc(Cl)cc2)n1 (stereo not drawn)	-1.0
O=C(Nc1ccccc1)c1cc(C2COCCN2C(=O)C2CC2)on1 (stereo not drawn)	1.4
Cc1ccc(NC(=O)C2(C)CCN2Cc2cccc3c2OCO3)cc1O (stereo not drawn)	2.6
CCO[C@H]1C[C@@H](c2ccc(CC)cc2)N(S(=O)(=O)c2ccc(C)cc2)C2CC(c3ccc(CC)cc3)N(S(=O)(=O)c3ccc(C)cc3)CC21 (stereo partly drawn)	2.4
COC(=O)c1cc2c(c3c4cc(C)ccc4n(S(=O)(=O)c4ccc(OC)cc4)c13)C(=O)N(Cc1ccccc1)C2	-0.2
CN(C)C(=O)c1cc2c(c(-c3cccc(-c4ccccc4F)c3)n1)[C@@H](CCO)N(S(C)(=O)=O)C2	1.9
COc1cc(C(=O)NC2CC2)cc(OC)c1OC	0.5
CCCNC(=O)C1(C)CCN(C(=O)c2ccc3sccc3c2)C1 (stereo not drawn)	2.4
CC1(C(=O)Nc2ccc3c(c2)OCCO3)CCN1C(=O)c1ccco1 (stereo not drawn)	0.3
O=C(NCc1ccccc1Cl)c1csc([C@H]2C[C@H](O)[C@@H](CO)O2)n1	2.4
Cc1ccc(S(=O)(=O)N2C[C@H]3[C@H]4C(=O)N(C)C(=O)[C@H]4CC(=O)[C@H]3[C@@H]2c2ccccc2F)cc1	-0.1
Cc1ccccc1-c1csc(C(O)c2cccnc2)n1 (stereo not drawn)	3.8
COc1cc(Cl)ccc1OC1(C)CCN(Cc2ccc3ccccc3c2)C1 (stereo not drawn)	-0.3
Cc1ccc(-c2nc3ccc(C)cn3c2Cc2ccccn2)cc1	3.2
OCC[C@@H]1C[C@H](O)[C@@H](O)[C@@]2(OCCc3cc(Cl)ccc32)O1	3.8
CC(C)C[C@H]1CNC(=S)N1CC1CCCN1C[C@H](Cc1ccccc1)N1C[C@H](Cc2ccccc2)N(CC2CCCCC2)C1=S (stereo partly drawn)	1.4
COC(=O)[C@]12C[C@H](CC(=O)NCc3cccs3)C(=O)N(CCC3=CCCCC3)C1=C[C@H](COCc1ccccc1)O[C@@H]2C	0.5
CC1=C(C(=O)N2CCOCC2)CC(CC(=O)NC2CC2)C(=O)N1Cc1ccc(F)cc1 (stereo not drawn)	4.0
O=C(Nc1ccc(Cl)cc1)C1Cc2c(-c3ccc(Cl)cc3)ccnc2O1 (stereo not drawn)	0.8
COc1ccc(-n2c(CSc3ccc(Cl)cc3)n[nH]c2=S)cc1	5.5
C#Cc1ccc(NC(=O)C2(C)CCN2C(=O)c2cc(C)n(C)n2)cc1 (stereo not drawn)	3.2
O=C(NCc1cc(Cl)cc(Cl)c1)c1csc(COCCO)n1	3.7
CC(C)(C)OC(=O)N1CCN(C(=O)c2[nH]c(C(F)(F)F)nc2-c2ccccc2)CC1	1.2
CC(C)C[C@@H](CN1CCC[C@H]1CN1C(=O)C(=O)NC[C@@H]1Cc1ccc(O)cc1)N1C[C@H](Cc2ccccc2)N(CC2CCCCC2)C(=O)C1=O	0.7
COc1cccc(Nc2nc(C(C)N)cs2)n1 (stereo not drawn)	-2.2
CC(C)NC(=O)N1Cc2cc(C(=O)NC3CCCCC3)nc(-c3cccc(-c4cccnc4)c3)c2[C@@H]1CCO	0.6
CC(=O)N1CCN(c2ccc(N3CCN(C(C)=O)[C@@H](C)C3)c(C)c2)[C@@H](C)C1	-2.2
CCOC(=O)C1(C)CCCN(C(=O)COc2ccccc2)C1 (stereo not drawn)	2.5
C=C[C@@H](c1ccccc1)[C@](C)(O)C(=O)O	4.6
CCc1nc2c(OCCn3cccc3)cccn2c1N(C)C(=O)CC(C)C	0.1
CC1(Oc2ccc(Cl)cc2)CCN(Cc2ccc(-c3ccccn3)cc2)C1 (stereo not drawn)	3.7
FC(F)(F)c1ccc(Cl)c(CN2CCN(c3ncc(Cc4ccccc4)cn3)CC2)c1	0.9
COc1cccc(C(C)(O)c2nc(-c3cccc(C(F)(F)F)c3)cs2)c1 (stereo not drawn)	2.6
O=C1CCCN1C1CCN(Cc2ccccc2)S(=O)(=O)N1 (stereo not drawn)	2.4
Cc1cccc(C(O)c2ncc(-c3ccccc3F)[nH]2)c1C (stereo not drawn)	1.1
Cc1ccc(Cc2c(-c3ccc(Br)cc3)nc3ccc(Cl)cn23)cc1	2.8
O=C(OC1CC2CC1[C@H]1CCCCN1C2=O)N1CCCCC1 (stereo partly drawn)	0.9
COC(=O)C1=C(C)N(Cc2cccc(C(F)(F)F)c2)C(=NCC2CC2)NC1c1ccccc1 (stereo not drawn)	2.4
NC(c1csc(Nc2ncccn2)n1)C1CCCCC1 (stereo not drawn)	-0.6
COC(=O)C1=C(C)N(Cc2cccc(C(F)(F)F)c2)C(=NCc2ccc3c(c2)OCO3)NC1c1ccc(F)cc1 (stereo not drawn)	1.4
CN(C)CCCNc1nc2cc(-c3cccc(C(F)(F)F)c3)sc2c(=O)n1C	2.6
COc1cc(-c2cnc3c(NC=O)cc(-c4cccc(C(=O)NCCN(C)C)c4)cn23)cc(OC)c1OC	1.1
CC(=O)N(O)c1ccc(C=Cc2ccccc2)cc1	6.4
CC1(C(=O)NS(=O)(=O)c2ccc(Cl)s2)CCN1C(=O)C1CCCCC1 (stereo not drawn)	4.5
CC1(C(=O)NS(=O)(=O)Cc2ccccc2)CCN1C(=O)C1(c2ccc(Cl)cc2)CCC1 (stereo not drawn)	-0.1
Cc1ccccc1S(=O)(=O)N1CCCc2nc(-c3ccc(F)cc3)ccc21	2.7
Cn1c(Oc2cccnc2CN2CCCC2)nc2cc(-c3cccc(C(F)(F)F)c3)sc2c1=O	-0.8

# (more compounds)
SMILES	phage Ecoli inh
CCOC(=O)[C@]12CCC=C1N(Cc1cccc3ccccc13)C(=O)[C@H](CC(=O)N1CCN(C(=O)C3CC3)CC1)C2	1.8
COCCCNc1ccn2nc(-c3cccc(OCc4ccccc4)c3)cc2n1	0.5
Cc1cccc(C)c1NC(=O)C(c1ccc(C(F)(F)F)cc1)n1c(=O)c(-c2ccco2)nc2ccccc21 (stereo not drawn)	0.9
Cc1ccc(C=C2SC(=S)N(CCCC(=O)Nc3cccc(C(=O)O)c3)C2=O)cc1	2.0
CC(=O)/C=C1\OCc2ccccc21	-0.6
Nc1nc2ncccc2cc1C(=O)NCCc1cccs1	-0.6
Cc1ccc(F)cc1C(=O)N1CCCC(c2cc(C(=O)Nc3ccccc3Cl)no2)C1 (stereo not drawn)	-1.0
CCCCn1nnnc1C(c1ccccc1)N1CCN(CCN2CCOCC2)CC1 (stereo not drawn)	1.5
COc1ccccc1-c1csc(C(O)c2ccc(F)cc2)n1 (stereo not drawn)	-0.2
CCOC(=O)C1=CCN(S(=O)(=O)c2ccccc2F)C1c1ccc(F)cc1 (stereo not drawn)	1.8
Cc1ccc(S(=O)(=O)N2C(c3ccc(Cl)c(Cl)c3)CC=C(C(=O)O)C2c2cccc(Cl)c2)cc1 (stereo not drawn)	1.7
N#Cc1ccc(C(C(=O)NC2CCCCC2)n2c(=O)c(-c3cc4ccccc4[nH]3)nc3ccccc32)cc1 (stereo not drawn)	2.1
O=C(Nc1c(-c2ccccc2)[nH][nH]c1=O)c1cnccn1	3.0
O=C(NCc1cccc(C(F)(F)F)c1)c1ccc2sc([C@@H]3O[C@H](CO)[C@@H](O)[C@H]3O)nc2c1	0.2
NC(Cc1ccc(C(F)(F)F)cc1)c1csc(Nc2ccc(C(=O)NCc3ccco3)cn2)n1 (stereo not drawn)	5.1
CC(=O)NCCNc1nc2cc(-c3ccc(Cl)cc3C)sc2c(=O)n1C	3.6
CC(=O)Nc1cc(-c2cccc(F)c2)cn2c(-c3ccc(F)cc3)cnc12	4.8
CN(c1cc2c(c3c1ccn3C)C1CCC2C1)C1CCCCC1 (stereo not drawn)	0.2
COc1ccc(NC(=O)c2cc(C3CCCCN3C(=O)OCC(C)C)on2)c(C)c1 (stereo not drawn)	3.0
Cc1cc(C)cc(Cn2c(C)c(C(=O)N(C)Cc3ccc(F)cc3)sc2=O)c1	3.0
O=c1ccc2ccccc2c2ccccc12	-0.3
O=S1(=O)N[C@@H](Cc2ccccc2)COc2cc(N3CCCCC3)ccc21	1.8
Cc1cc(C(=O)N2CCC2(C)C(=O)NCC(C)(C)C)nn1C (stereo not drawn)	2.5
OC(c1cccc(CN2CCCCC2)c1)c1ncc(-c2cccc(C(F)(F)F)c2)[nH]1 (stereo not drawn)	1.0
CC(=O)NC(c1cccc(F)c1)c1nc(-c2ccccc2C)cs1 (stereo not drawn)	1.2
CCOC1=C2[C@@H](CN(S(=O)(=O)c3ccccc3)[C@H]2c2ccccc2)[C@H]2C(=O)N(c3ccccc3)C(=O)[C@H]2C1	0.2
CCc1nc2c(OCc3ccc(F)cc3)cccn2c1N(C)C(=O)C(C)C	3.9
Cc1nc2c(OCc3cccc(Cl)c3)cccn2c1N(C)Cc1cccs1	7.3
O=c1[nH]c(-c2ccccc2)cn1C1CCN(Cc2ccc(-c3nc4ccccc4nc3-c3ccccc3)cc2)CC1	3.6
CCc1nc2ccc(C(=O)NCc3cccs3)cn2c1N(CC)CCOC	1.0

# Entries listed so far that contain a thiophene ring, fused or not:
SMILES	phage Ecoli inh
CC1=C(C(=O)N2CCCCCC2)CC(CC(=O)NCc2cccs2)C(=O)N1Cc1ccccc1 (stereo not drawn)	3.2
CCCNC(=O)C1(C)CCN(C(=O)c2ccc3sccc3c2)C1 (stereo not drawn)	2.4
COC(=O)[C@]12C[C@H](CC(=O)NCc3cccs3)C(=O)N(CCC3=CCCCC3)C1=C[C@H](COCc1ccccc1)O[C@@H]2C	0.5
CN(C)CCCNc1nc2cc(-c3cccc(C(F)(F)F)c3)sc2c(=O)n1C	2.6
CC1(C(=O)NS(=O)(=O)c2ccc(Cl)s2)CCN1C(=O)C1CCCCC1 (stereo not drawn)	4.5
Cn1c(Oc2cccnc2CN2CCCC2)nc2cc(-c3cccc(C(F)(F)F)c3)sc2c1=O	-0.8
Nc1nc2ncccc2cc1C(=O)NCCc1cccs1	-0.6
CC(=O)NCCNc1nc2cc(-c3ccc(Cl)cc3C)sc2c(=O)n1C	3.6
Cc1nc2c(OCc3cccc(Cl)c3)cccn2c1N(C)Cc1cccs1	7.3
CCc1nc2ccc(C(=O)NCc3cccs3)cn2c1N(CC)CCOC	1.0

# (cont.)
SMILES	phage Ecoli inh
CC(C)C[C@@H]1COc2cccc(N3CCSCC3)c2S(=O)(=O)N1	2.5
CC(C)C(=O)N1CCCC1(C)C(=O)Nc1ccc(F)cc1 (stereo not drawn)	1.0
CN(CCO)C(=O)c1nc[nH]c1C(=O)N1CCN(c2ccccc2)CC1	0.6
COCC1CN(CCc2ccc(F)cc2)S(=O)(=O)c2c(OCCN3C(=O)[C@@H]4[C@H](C3=O)[C@@H]3C=C[C@H]4C3)cccc2O1 (stereo partly drawn)	0.9
Nc1nc2c(ncn2[C@@H]2O[C@H](C(=O)N[C@H](Cc3ccccc3)C(=O)O)[C@@H](O)[C@H]2O)c(=O)[nH]1	-0.3
CC(C)=C(C)c1cc2nc(NCCCN(C)C)n(C)c(=O)c2s1	2.2
CC1(Oc2ccccc2-c2ccno2)CCN(Cc2ccc(-c3ccccc3)o2)C1 (stereo not drawn)	0.5
CCCCOc1ccc(S(=O)(=O)NC(=O)C2(C)CCN2C(=O)CCc2ccccc2)cc1 (stereo not drawn)	5.8
CN(C)c1ccc(-c2csc(C(O)(c3ccccc3)C(F)(F)F)n2)cc1 (stereo not drawn)	0.5
COc1cccc(CNc2nc(NCC3CC3)nc3ccsc23)c1	3.6
CC1(Cc2ccc(F)cc2)C(=O)Nc2c(Cl)cccc21 (stereo not drawn)	-0.8
COC(=O)c1cc2c(c3c4cc(F)ccc4n(S(=O)(=O)c4cccc(C)c4)c13)C(=O)N(Cc1ccc(C(F)(F)F)cc1)C2	2.2
Cc1cc(NC(=O)Cc2cn(Cc3ccccc3)c3ccccc23)ccc1Oc1cccnc1	2.6
Cc1ccc(CNc2ncnc3ccc(-c4ccoc4C)cc23)o1	-1.7
O=C(NCC1CCN(C(=O)C(=O)c2cc3ccccc3o2)CC1)c1ccc2c(c1)OCO2	2.2
CC(=O)Nc1ccc(-c2ccnc3c2CC(C(=O)NCc2cccc(Cl)c2)O3)cc1 (stereo not drawn)	2.4

# Screens (PubChem)
